Screens from PubChem.
QS inhibitor – S. aureus quorum sensing inhibitors, primary screen, RNAIII-GFP reporter, flow cytometry. S. aureus RN6390 RNAIII-GFP reporter, AIP-induced, flow cytometry 3 h. inhibition, % at 2 µM. 0.3% of 24,000 active. AID 527, 2006;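 active = share of bacteria positive for the green fluorescent reporter and its mean brightness both inhibited by 50% or more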;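 note: 0% = AIP-stimulated control and 100% = unstimulated bacteria without AIP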
QS inhibitor GFP MFI % – second read-out of QS inhibitor, no call of its own (marks repeat the call); inhibition, %; measured here: inhibition of GFP MFI
* = called active by the depositor. Not all compounds are listed, so the mix of outcomes need not match the whole.

Compound	QS inhibitor	QS inhibitor GFP MFI %
CCCC(=O)N1c2ccccc2NC2=C(C(=O)CCC2)C1c1ccc(F)cc1 (stereo not given)	-1.9	-6.6
CCSc1nc2c(c(=O)n1Cc1ccccc1)SC(C)C2 (stereo not given)	7.4	30.9
Cc1ccc(OCC(O)CN2C(=O)NC(C)(C)C2=O)cc1C (stereo not given)	2.3	6.9
Cc1cc(C(=O)N2CCN(Cc3ccc4c(c3)OCO4)CC2)on1	-0.2	15.9
COc1cccc(C2NC(C)(C(=O)O)C3C(=O)N(C(C)C)C(=O)C23)c1O (stereo not given)	3.1	19.1
Nc1ncc(Br)cc1S(=O)(=O)NCCC(=O)N1CCN(c2ncccn2)CC1	-0.7	-2.0
O=C1OC(c2ccc(Br)cc2)=N/C1=C\N1CCCCC1	0.0	25.3
N#Cc1nc(-c2ccccc2F)oc1NC1CCCCC1	3.4	3.0

Other structures.
Compound	QS inhibitor	QS inhibitor GFP MFI %
CCOC(=O)CSc1nnc2n1C(C)(C)Cc1ccccc1-2	5.6	8.9
CCCCN1C(=O)c2ccccc2C1C(=O)NC1CCCC1 (stereo not given)	2.6	20.9
O=C(CCn1c(=S)[nH]c2ccccc2c1=O)NCCCN1CCCC1=O	-1.9	21.3
CCN(CC)S(=O)(=O)c1ccc(NC(=O)c2c(-c3ccccc3)noc2C)cc1	-4.2	-8.2
CN(C)C(=O)CN(c1ccc(F)c(Cl)c1)S(C)(=O)=O	-1.1	-11.5
CCCCN(CC)CCCNC(=O)CC1Oc2ccccc2NC1=O (stereo not given)	-0.6	-9.5
COc1cccc(CNC(=O)CCS(=O)(=O)c2cccc3nonc23)c1	-4.7	1.2
COc1ccccc1NC(=O)c1nnn(Cc2ccccc2)c1NC(C)=O	1.1	-2.2

Additional results follow.
Compound	QS inhibitor	QS inhibitor GFP MFI %
O=C1CC(N2CCOCC2)C(=O)N1c1ccc2c(c1)OCO2 (stereo not given)	2.4	9.9
O=C1c2ccccc2C(Nc2ccc(F)c(Cl)c2)N1Cc1ccco1 (stereo not given)	0.0	-56.8
O=C(NCc1ccncc1)C(=O)NCC(c1ccco1)N1CCN(c2ccc(F)cc2)CC1 (stereo not given)	-0.9	-6.6
COC(=O)c1ccc(CSc2nnc(CNC(=O)c3ccccc3F)o2)o1	10.6	27.6
O=C1C2ON(c3ccccc3)C(c3ccncc3)C2C(=O)N1c1ccc(N2CCOCC2)cc1 (stereo not given)	-5.8	-40.7
Cc1cccn2c(=O)c(C=NCc3ccccc3)c(NCCO)nc12	-9.7	-22.4
Cc1cc(Cl)ccc1NC(=O)CSc1nnc(Cc2cccs2)n1Cc1ccco1	21.6	26.5
CCOc1ccc(C(=O)CN2CCN(S(=O)(=O)c3ccc(Cl)cc3)CC2)cc1	-2.9	-9.1

Some of the entries above, reformatted:
> O=C1CC(N2CCOCC2)C(=O)N1c1ccc2c(c1)OCO2 (stereo not given)
  QS inhibitor = 2.4
  QS inhibitor GFP MFI % = 9.9
> O=C1c2ccccc2C(Nc2ccc(F)c(Cl)c2)N1Cc1ccco1 (stereo not given)
  QS inhibitor = 0.0
  QS inhibitor GFP MFI % = -56.8
> O=C(NCc1ccncc1)C(=O)NCC(c1ccco1)N1CCN(c2ccc(F)cc2)CC1 (stereo not given)
  QS inhibitor = -0.9
  QS inhibitor GFP MFI % = -6.6
> COC(=O)c1ccc(CSc2nnc(CNC(=O)c3ccccc3F)o2)o1
  QS inhibitor = 10.6
  QS inhibitor GFP MFI % = 27.6

Next entries follow.
Compound	QS inhibitor	QS inhibitor GFP MFI %
Cc1cc(C(=O)NCCCN2CCN(C3CCCCC3)CC2)n(-c2ccccc2)n1	1.4	-8.2
CCOC(=O)N1CCC(NC(=O)c2cc(C(=O)NC3CCCC3)ccc2CO)CC1	-1.9	-16.3
CC(C)COc1ccc(C2NC(=O)NC2=O)cc1 (stereo not given)	-1.8	-22.6
Cc1csc(NC(=O)c2ccoc2C)n1	-0.3	-2.5
Cc1cc(=O)n2nc(N3CCCC3C(=O)NCc3ccccn3)sc2n1 (stereo not given)	0.9	27.0
O=C(C1CCC(CNc2c(N3CCCCC3)c(=O)c2=O)CC1)N1CCc2ccccc2C1 (stereo not given)	-1.9	-19.5
O=C(COc1ccccc1Cl)OCC(=O)N1CCN(S(=O)(=O)c2ccccc2)CC1	0.4	-4.6
CCc1ccc(-c2nc(CSCC(=O)N3CCN(c4ccccn4)CC3)c(C)o2)cc1	28.1	36.2

Single records (already shown). Order of values: QS inhibitor | QS inhibitor GFP MFI %
Cc1cc(=O)n2nc(N3CCCC3C(=O)NCc3ccccn3)sc2n1 (stereo not given) is listed with 0.9 | 27.0
Cc1csc(NC(=O)c2ccoc2C)n1 is listed with -0.3 | -2.5
O=C(C1CCC(CNc2c(N3CCCCC3)c(=O)c2=O)CC1)N1CCc2ccccc2C1 (stereo not given) is listed with -1.9 | -19.5

Following part.
Compound	QS inhibitor	QS inhibitor GFP MFI %
Cn1cc(C(=O)NCCc2ccccc2)c(=O)c2cc(S(=O)(=O)N3CCOCC3)ccc21	19.3	26.2
CC(=O)Oc1cc2c(C(=O)NCCN3CCOCC3)c(C)oc2c2ccccc12	-5.9	-9.9
CC12CC(NC(=O)N1c1ccc(C(=O)N3CCN(c4ccccn4)CC3)cc1)c1ccccc1O2 (stereo not given)	0.6	9.0
CC(=O)N(c1ccc(C)cc1)C1C=CS(=O)(=O)C1 (stereo not given)	0.9	-9.7
COc1ccc(NC(=O)CCCN2C(=O)C3C4C=CC(C4)C3C2=O)c(OC)c1 (stereo not given)	-1.0	-2.0
CCC(=O)N1CCc2cc(Br)cc(S(=O)(=O)NCCN3CCCCC3C)c21 (stereo not given)	2.7	17.8
CCC(=O)N(Cc1ccco1)c1nc(-c2cc(OC)ccc2OC)cs1	-1.9	-3.2
Cc1cnc(-c2nnc(N(C)C(=O)C3CCOC3)s2)cn1 (stereo not given)	5.5	8.7

Additional compounds:
Compound	QS inhibitor	QS inhibitor GFP MFI %
OC1(c2cccc(C(F)(F)F)c2)CCNCC1	0.8	44.0
Cc1ccc(CCN2CC(C(=O)NCCN3CCOCC3)CC2=O)cc1 (stereo not given)	-1.4	0.9
CC(CCc1ccccc1)NC(=O)C1CCCN(C(=O)c2cc3sccc3n2C)C1 (stereo not given)	35.4	52.3
O=C1OC(NC(=O)c2ccccc2)C(N2CCOCC2)=C1Cl (stereo not given)	0.2	47.5
CCOc1ccc(-n2ccnc2SCC(=O)Nc2nnc(CC)s2)cc1	4.0	18.6
O=C(NCC1CCCO1)c1ccc(C(=O)NCC2CCCO2)cc1 (stereo not given)	-6.2	-10.4
CCOC(=O)c1cccc(NC(=O)CSc2nnc(-c3cccnc3)n2C)c1	18.2	55.9
Cc1nnc(C)c2c(C)n(-c3ccc(Br)cc3)c(C)c12	-0.5	-10.2

The list continues.
Compound	QS inhibitor	QS inhibitor GFP MFI %
CCOC(=O)c1ccc(COC(=O)CCc2nc3ccccc3[nH]c2=O)o1	0.7	9.4
CSc1nc2ccc(Nc3nc(N4CCOCC4)nc(N4CCOCC4)n3)cc2s1	1.3	13.9
CCOC(=O)c1ccc(NC2c3ccccc3C(=O)N2c2cccnc2)cc1 (stereo not given)	-3.3	-33.2
O=C(C1CC(=O)N(C2CCCC2)C1)N1CCN(c2ccc(F)cc2)CC1 (stereo not given)	1.1	14.6
O=C(NC1CCCCCCC1)C1CCCN(S(=O)(=O)c2cnc[nH]2)C1 (stereo not given)	0.1	-1.2
Cc1nn(C(=O)c2cccs2)c(N)c1-c1ccccc1	20.7	30.4
COc1ccccc1-c1cc(C(=O)NCc2cccs2)no1	0.7	4.8
COc1ccc(Oc2ccc(/C=C/C(=O)c3cccc(OC)c3)cc2[N+](=O)[O-])cc1	-1.1	0.8

Other results follow:
Compound	QS inhibitor	QS inhibitor GFP MFI %
COc1ccc(-n2c(Cc3cccn3C)nnc2SCC(=O)Nc2ccccc2C)cc1	-9.1	-33.8
CCOC(=O)C(CC)n1cnc2c(cnn2-c2ccc(Cl)cc2)c1=O (stereo not given)	-1.1	-0.8
Nc1ccc(-n2c(N)c(C(=O)NCc3ccc4c(c3)OCO4)c3nc4ccccc4nc32)cc1	1.5	-1.8
CCCCCc1c(O)c2ccccc2[nH]c1=O	-1.5	8.4
COc1ccc(CCN2CC34C=CC(O3)C(C(=O)NCc3ccccc3)C4C2=O)cc1OC (stereo not given)	0.5	37.2
CCn1cc(C(=O)NC2CCC(C)CC2)c(=O)c2cc(S(=O)(=O)N3CCCCC3)ccc21 (stereo not given)	5.6	17.5
Cc1cccc(NC(=O)CN2CCCN(S(=O)(=O)c3ccc(Br)s3)CC2)c1	-3.8	-16.1
COc1ccc(-c2cc(C(=O)N3CCN(c4ccccn4)CC3)c3ccccc3n2)cc1	-3.2	-8.9

Next structures.
Compound	QS inhibitor	QS inhibitor GFP MFI %
O=C(CN1CCOCC1)Nc1cccc(C(=O)Nc2cccc(C(F)(F)F)c2)c1	0.0	40.8
Oc1[nH]c2ccccc2c1C=NCC1CCCO1 (stereo not given)	-1.8	-19.5
Cc1ccc2nsnc2c1S(=O)(=O)N(Cc1cc2cccc(C)c2[nH]c1=O)CC1CCCO1 (stereo not given)	-0.3	3.9
N#Cc1c(N)nc2c(c1-c1cccc(O)c1)CCCCCC2	6.1	22.2
O=C(Cc1ccc(F)cc1)N(c1ccc(F)cc1)C1C=CS(=O)(=O)C1 (stereo not given)	2.0	9.3
N#CC1=C(SCc2ccccc2)NC(=O)C(C#N)C12CCCC2 (stereo not given)	1.1	8.5
CCOC(=O)N1CCN(C(=O)c2ccc(CS(=O)(=O)c3ccc(OC)cc3)o2)CC1	-1.0	-3.9
CCOc1ccc(N(CC(=O)N2CCCC2)S(=O)(=O)c2c(C)noc2C)cc1	8.7	25.5

Next section
Below each SMILES – QS inhibitor, QS inhibitor GFP MFI %
- Cc1nc(N2CCCCC2)c2sc(=S)n(C)c2n1
  6.7, 8.2
- O=C1C2C3C=CC(C3)C2C(=O)N1c1ncn[nH]1 (stereo not given)
  -1.6, -47.1
- CCOC(=O)c1c(C)c(C(=O)NCCc2ccc(S(N)(=O)=O)cc2)c(C)n1CC
  -3.0, -12.3
- CC1=CCC(C(C)(C)NC(=O)c2ccccc2)C/C1=N\O (stereo not given)
  -1.5, -7.1
- O=C(Nc1cccc(F)c1)C1CCCN1S(=O)(=O)c1cccc2cccnc12 (stereo not given)
  11.5, 14.0
- CN(CC(=O)N1CCc2ccccc2C1)S(=O)(=O)c1ccc2c(c1)c(=O)n(C)c(=O)n2C
  -5.9, -7.2
- CCN(CC)C(=O)c1ccc2c(c1)N(Cc1ccccc1)C(=O)CS2=O (stereo not given)
  14.6, 35.7
- COc1ccccc1-c1cc(C(=O)NCc2ccc(Cl)cc2)no1
  6.8, 20.9
- CCOc1cc2c(cc1OCC)C(C(=O)O)C(c1cc(Br)c(O)c(OC)c1)N(C)C2=O (stereo not given)
  1.2, 7.7
- CCOC(=O)c1cc2c(=O)n3ccccc3nc2n(CC(C)C)c1=NC(=O)c1ccco1
  0.8, 17.8
- CN(C)CC(O)COc1ccc(-c2ccc(C#N)cc2)cc1 (stereo not given)
  0.0, 5.4
- C=C(CC)C(=O)c1ccc(OCC(=O)O)c(Cl)c1Cl
  -5.7, -14.5
- Cc1nn(-c2ccc(F)cc2)c2sc(C(=O)O)cc12
  5.5, 12.4
- COc1ccc(N2CCN(C(=O)CSc3ncnc4c3cnn4-c3ccccc3C)CC2)cc1
  1.0, 5.4
- CCCCOC(=O)Nc1nc2ccc(OC)cc2s1
  -0.2, 3.3

Additional entries follow.
Below each SMILES – QS inhibitor, QS inhibitor GFP MFI %
- O=C(NCc1ccco1)c1cc(-c2cccnc2)nc2ccccc12
  0.2, 2.5
- CCOCCCNC(=O)C1CCN(C(=O)N(C)C)CC1
  -1.4, -6.4
- COc1ccc(C(F)(F)F)cc1NC(=O)c1nc2nc(C)cc(C(F)F)n2n1
  -1.3, -3.1
- CCOC(=O)c1ccc(-c2n[nH]c(=O)c3ccccc23)cc1
  -6.0, -20.1
- COC(=O)CSc1ccc2nnc(-c3ccc(F)cc3)n2n1
  -2.2, -20.7
- CCOC(=O)N1CCN(S(=O)(=O)c2ccc(C(=O)Nc3nc4ccccc4s3)cc2)CC1
  14.4, 20.6
- Cc1cc(NC(=O)NC(=O)c2cccc(OC(F)(F)C(F)F)c2)n[nH]1
  -0.9, -25.0
- CC(=O)N(CCc1ccccc1C)Cc1cc2cc3c(cc2[nH]c1=O)OCO3
  -0.4, 41.9
- Cc1ccccc1S(=O)(=O)Cc1ccc(C(=O)NCCN2CCCCC2C)o1 (stereo not given)
  1.5, -6.9
- CC(=O)N(c1c(C)n(C)n(-c2ccccc2)c1=O)C1(C(=O)NC2CCCC2)CCCCC1
  -1.9, 2.1
- CCC(=O)Oc1ccc(/C(CC)=C(\CC)c2ccc(OC(=O)CC)cc2)cc1
  5.4, 12.8
- CCc1nnc2sc(-c3cc(-c4ccccc4)nc4ccccc34)nn12
  -0.5, -15.5
- Cn1cnc2c(N3CCCCC3)nccc21
  -17.2, -38.8
- c1ccc(N(c2ccccc2)c2nc(-n3ccnc3)nc(-n3ccnc3)n2)cc1
  0.8, 6.0
- O=C(CN1CCOc2ccccc21)NC1CCCCCCC1
  -4.8, 1.4

Further records
Below each SMILES – QS inhibitor, QS inhibitor GFP MFI %
- COC(=O)Nc1ccc(C)cc1NC(=O)OC
  0.9, 3.3
- CC(=O)N1CCc2cc(Br)cc(S(=O)(=O)NCc3ccccn3)c21
  0.4, 2.9
- CCc1nnc(NC(=O)CSc2nnc(-c3c[nH]c4ccccc34)n2CCOC)s1
  -1.7, 13.8
- Cc1cc(Nc2ccc3c(c2)OCCO3)n2nc(C)nc2n1
  6.8, 26.8
- COc1cccc(C2CC(c3c(Cl)cccc3Cl)n3nc(N)nc3N2)c1 (stereo not given)
  -1.7, -0.7
- COc1ccc(CCNC(=O)Cn2c(=O)oc3ccccc32)cc1OC
  1.4, 11.0
- Cc1oc2cc3oc(=O)c4c(c3cc2c1C)CCC4
  2.6, 6.3
- CC1(C)NC(=O)N(CN2C(=O)NC(C)(C)C2=O)C1=O
  -0.7, -8.4
- CCC(=O)N1CCN=C1SCc1ccc(F)cc1
  1.7, 7.4
